PGC1a acetyl inh – modulators of PGC1a acetylation. inhibition, % at 15.6 µM. 350,000 tested, 0.17% active. U2OS PGC1a acetylation, AlphaScreen anti-acetyl-lysine; with virally co-expressed GCN5 acetyltransferase;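 active = every replicate shows inhibition of at least 40%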;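 also: 0% = neutral control wells and 100% = positive control wells; some results beyond the cut were filed as inactive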
Cneo AK release – Cryptococcus neoformans lysis via adenylate kinase release. C. neoformans lysis, adenylate kinase release luminescence, 4 h; normalised: neutral wells 0, clomiphene wells 100. lysis activity, % at 15 µM. 360,000 tested, 0.2% active;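 active = mean lysis activity across replicates of at least 80%, whatever share of replicates individually reach that level; inactive = mean lysis activity below 80%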
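Assay system: log-phase C. neoformans yeast / Quantity: yeast cell density of 5 × 10^6 cells/mL / Medium: fresh YPD growth medium / Compound: single dose / Timing: static 4 h at 37 °C with compound, 1 h detection / Measured by: adenylate kinase release luminescence / Read-out: lysis from increased AK signal / Benchmarks: Clomiphene as positive lysis control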
Xi reactivation – activators of X-chromosome reactivation in mouse fibroblasts; XiGFP mouse fibroblasts, % GFP-positive cells imaging, 3 d; cells co-treated with 5-aza-dC sensitizer; scaled so ellipticine positive control = 100%; 360,000 tested, 0.055% active; activation, % at 7.58 µM; AID 743238;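 active = mean normalized replicate activation at least 10% and every replicate at or above 10%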;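 also: 0% = median of on-plate neutral control wells and 100% = ellipticine 6 µM median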
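Assay system: SV40-immortalized XiGFP fibroblast cells, line 68-5-11; buffer or medium: DMEM plus 5-aza-dC sensitizer; compound: one concentration, pinned; timing: compounds 3 days, fix/stain 15 min at room temperature; benchmarks: positive control ellipticine, 6 µM final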
SIRT5 block – blocks human SIRT5 desuccinylation of peptide; Q9NXA8; Purified SirT5, succinyl-peptide AMC, trypsin-coupled fluorescence; inhibition, % at 15 µM; 330,000 tested, 1.1% active; AID 652115; in the data active = inhibition above about 15%
Target sequence (Q9NXA8 whole entry, looked up): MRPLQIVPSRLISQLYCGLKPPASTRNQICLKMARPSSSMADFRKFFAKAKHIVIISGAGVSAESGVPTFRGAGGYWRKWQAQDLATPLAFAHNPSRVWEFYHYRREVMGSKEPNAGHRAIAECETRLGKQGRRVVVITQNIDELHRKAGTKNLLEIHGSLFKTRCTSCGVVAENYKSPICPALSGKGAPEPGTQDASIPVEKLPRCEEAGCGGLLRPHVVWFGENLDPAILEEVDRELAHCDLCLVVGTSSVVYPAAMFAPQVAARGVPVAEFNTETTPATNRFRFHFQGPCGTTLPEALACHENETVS
S100A4 MyoIIA – inhibitors of human S100A4 binding to myosin IIA peptide. P26447. S100A4/TAMRA-MyoIIA peptide fluorescence polarization. inhibition, % at 10.7 µM. 360,000 tested, 0.14% active;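 active = mean inhibition of at least 70% across replicates, with every replicate also reaching that level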
Target sequence (P26447 whole entry, looked up): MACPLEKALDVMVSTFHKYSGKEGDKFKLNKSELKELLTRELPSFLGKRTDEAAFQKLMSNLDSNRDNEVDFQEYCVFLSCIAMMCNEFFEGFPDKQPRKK
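Material: human S100A4 monomer with TAMRA-labelled myosin IIA peptide; buffer or medium: HEPES pH 7.2 with CaCl2, KCl, NaCl, DTT, Triton; compound dosing: one concentration per compound; schedule: 5 min incubation before reading; benchmarks: neutral control DMSO, positive control TFP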
ERAP1 HTS inh – blocks human ERAP1 aminopeptidase activity; Q9NZ08; recombinant ERAP1, Leu-AMC fluorescence, 60 min; inhibition, % at 10.7 µM; 340,000 tested, 0.15% active; AID 652197;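 active = mean replicate inhibition of at least 30%, or all replicates individually reaching that 30% level; inactive = mean below 30% and not every replicate reaching it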;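 also: 0% = neutral control wells and 100% = L-leucinethiol positive control wells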
Statin myotox sup – suppression of simvastatin myotoxicity; C2C12 myotubes + simvastatin, ATP luminescence, 48 h; scaled: DMSO 0, geranylgeraniol control 100; rescue of ATP level, % at 7.49 µM; 330,000 tested, 0.78% active; AID 602340;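 active = mean ATP rescue above about 67%, or every replicate alone reaching that limit, limit read from the data, passing the limit was not always enough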;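 also: myotubes were challenged with 10 µM simvastatin during compound exposure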
LGR2 antag – inhibitors of bursicon-induced Drosophila LGR2 receptor cAMP signaling | AID 720647 | HEK293 LGR2, CRE-luciferase, bursicon-stimulated, 4 h | inhibition, % at 9.99 µM | 380,000 tested, 0.35% active;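 active = drop in luminescence signal, shown as inhibition above about 50% in the replicate tests, limit read from the data, passing the limit was not always enough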;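 also: agonist challenge used bursicon conditioned medium at about half maximal strength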
* marks the source's active call; other numbers are inactive results; / = not tested or not shown; & = joins results of further samples.

SMILES	PGC1a acetyl inh	Cneo AK release	Xi reactivation	SIRT5 block	S100A4 MyoIIA	ERAP1 HTS inh	Statin myotox sup	LGR2 antag
CN1C(=O)C2(c3ccccc31)N(C)CC(c1ccccc1)C21SC(=S)N(Cc2ccco2)C1=O (configuration not stated)	-6	2	/	/	/	/	4	23
Fc1ccc(CO/N=C2\CCCc3nonc32)cc1	9	12	0.1	1	6	-2	0	-6
CC1CCN(Cc2ccc(NC(=O)CC3Oc4ccccc4NC3=O)cc2)CC1 (configuration not stated)	-8	3	-0.2	/	-5	/	1	-14
O=C(COC(=O)c1nc(Cl)ccc1Cl)NCCc1ccccc1	/	/	0.0	-5	0	2	/	-12
Cc1cc(/C=C2\SC(=O)N(CC(=O)Nc3ccccc3F)C2=O)c(C)n1C	0	0	0.0	-4	-4	-3	-7	-5
CSc1nnc(-c2ccccc2)c(-c2ccccc2)n1	-9	/	-0.2	0	13	/	/	3
N#C/C(=C/c1ccccc1[N+](=O)[O-])C(=O)NCc1ccco1	4	0	0.1	/	0	-4	/	-4
O=C(Nc1nc2c(c(=O)[nH]1)CCCC2)C1CC1	-9	3	/	/	/	/	-18	-18
O=C(Nc1ccccc1F)Nc1cc(Cl)ccc1-n1cncn1	4	-2	0.1	-21	-3	-1	4	2
COc1cccc(N2CCN(C(=S)Nc3ccc(C)cc3C)CC2)c1	/	0	-0.1	-1	4	0	-5	10
C[C@@H]1CN([C@@H](C)CO)C(=O)c2cc(NC(=O)Nc3ccc(C(F)(F)F)cc3)ccc2O[C@@H]1CN(C)Cc1ccc(Oc2ccccc2)cc1	-15	5	-0.1	6	0	-3	-29	-1
Cc1ccc(CNC(=O)c2ccc(OCC(C)C)cc2)n1C	-7	4	0.2	-3	-3	3	-4	10
CCC(C)(C)n1nnnc1C(c1ccc(F)cc1)N1CCC(C(N)=O)CC1 (configuration not stated)	/	/	0.0	1	-5	-2	/	-8
CC(O)(c1ccc(Cl)cc1)C(c1ccccc1)c1ccccn1 (configuration not stated)	/	/	0.0	-1	-9	-4	/	26
C[C@@H]1CN([C@@H](C)CO)C(=O)c2cc(NC(=O)c3ccccc3)ccc2O[C@@H](C)CCCCO[C@@H]1CN(C)C(=O)Cc1ccccc1	-1	0	0.0	-2	4	1	/	9
O=C(CN1CCOCC1)Nc1cc(C(F)(F)F)ccc1Cl	-1	-3	0.1	0	0	4	2	15
COc1ccc(C#Cc2ccc3c(c2)c(=O)c2ccccc2n3C)cc1	2	1	0.1	/	2	2	-2	-18
CCCCCSc1ncccc1C(=O)O	/	0	-0.1	-3	2	-3	6	5
CC(C)C(NS(=O)(=O)c1ccccc1)C(=O)OCC(=O)NNC(=O)c1ccccc1 (configuration not stated)	/	3	1.4	-2	-1	1	12	13
O=C(COc1ccc(C(=O)NCCN2CCOCC2)cc1)Nc1cccc(C(F)(F)F)c1	3	0	-0.7	-1	-5	-4	5	-1

Part of the list above in order of molecular weight, smallest number first:
SMILES	PGC1a acetyl inh	Cneo AK release	Xi reactivation	SIRT5 block	S100A4 MyoIIA	ERAP1 HTS inh	Statin myotox sup	LGR2 antag
Fc1ccc(CO/N=C2\CCCc3nonc32)cc1	9	12	0.1	1	6	-2	0	-6
Cc1ccc(CNC(=O)c2ccc(OCC(C)C)cc2)n1C	-7	4	0.2	-3	-3	3	-4	10
O=C(CN1CCOCC1)Nc1cc(C(F)(F)F)ccc1Cl	-1	-3	0.1	0	0	4	2	15

New compounds follow.
SMILES	PGC1a acetyl inh	Cneo AK release	Xi reactivation	SIRT5 block	S100A4 MyoIIA	ERAP1 HTS inh	Statin myotox sup	LGR2 antag
C[C@H]1CN([C@@H](C)CO)C(=O)CCCn2cc(nn2)CO[C@H]1CN(C)S(=O)(=O)c1ccc(Oc2ccccc2)nc1	5	/	0.8	1	-7	0	/	1
COc1cccc(CN2CCN(CCCc3ccccc3)C(CCO)C2)c1O (configuration not stated)	-11	1	0.1	1	-2	1	10	3
Cn1c(=O)c(=O)n(C)c2cc(N3CCCC3)c(NS(=O)(=O)c3ccc(Cl)cc3)cc21	6	1	0.0	5	-8	2	-11	9
COC(=O)C[C@@H]1CC[C@H]2[C@@H](COC[C@H](O)CN2C(=O)Nc2cccc(F)c2)O1	0	-1	0.1	-1	5	0	11	9
O=C(O)C1C2CC(C(Br)C2Br)C1C(=O)O (configuration not stated)	10	/	-0.1	-5	-19	3	4	-1
O=C(COc1ccc(-n2cnnn2)cc1)Nc1ccc(F)c(Cl)c1	-9	0	0.2	-2	-8	2	-23	2
Cc1ccc(CSCC(=O)N(C)CC(=O)Nc2c(Cl)cccc2Cl)cc1	/	1	1.0	-2	0	0	1	19
CN(C)/C=C/c1onc(-c2ccccc2Cl)c1C#N	/	/	0.0	-2	-15	2	/	-48
COc1ccc(CN(C)C[C@H]2OCCCC[C@@H](C)Oc3ccc(NS(=O)(=O)c4c(C)noc4C)cc3C(=O)N([C@H](C)CO)C[C@H]2C)cc1	4	5	-0.5	/	/	/	/	-11
CCN(CC)c1ccc(NC(=O)COC(=O)Cc2ccsc2)cc1	-8	-1	0.0	-1	-2	-3	-3	16
COc1ccc(CNC(=O)CS(=O)Cc2nc(-c3ccc(C)cc3)oc2C)cc1 (configuration not stated)	6	0	0.0	2	-2	3	-4	-5
COc1ccc2[nH]c(=O)c(CN(C(=O)c3cccnc3)c3cccc(C)c3)cc2c1	6	-6	0.4	-3	-1	2	/	-14
N#CCC(=O)N/N=C\c1ccccc1OC/C=C/c1ccccc1	/	-1	0.3	-2	-2	-1	-8	-65
O=C(O)c1cccc2c1C(=O)N(C1CCCCC1)C2	-5	3	0.0	-1	0	0	1	7
CO[C@@H]1CN(C)C(=O)c2ccc(NC(C)=O)cc2OC[C@@H](C)N(C(=O)c2ccccn2)C[C@@H]1C	-1	2	0.1	4	1	1	0	3
CCOc1ccc(C(C(=O)Nc2ccc(F)cc2)N(C(=O)Cn2nnc3ccccc32)C2CC2)cc1 (configuration not stated)	-13	3	/	1	-1	10	9	6
O=C(NC(=S)Nc1ccc(S(=O)(=O)Nc2nccs2)cc1)c1ccccc1F	11	/	0.1	-4	-6	3	12	6
Cc1ccc(S(=O)(=O)N/N=C\c2cn(CC(N)=O)c3ccccc23)cc1C	/	2	0.0	-5	1	-2	-1	-8
O=C(C[C@@H]1C[C@@H]2c3cc(NC(=O)C4CCC4)ccc3O[C@@H]2[C@@H](CO)O1)NCc1ccc(-c2ccccc2)cc1	80*	-12	0.1	-6	-6	0	-16	12
CN1CCN(C(=O)C[C@H]2CC[C@@H]3[C@H](COc4ccc(NC(=O)C5CCC5)cc4C(=O)N3C)O2)CC1	/	/	0.0	2	1	2	/	-3
COCc1cn(CC[C@@H]2CC[C@@H](NC(=O)CCN3CCCCC3)[C@@H](CO)O2)nn1	2	1	-0.4	-1	3	-12	-3	14
C[C@H](CO)N1C[C@H](C)[C@H](CN(C)Cc2ccc(C(=O)O)cc2)Oc2ncc(-c3ccc(C(=O)N(C)C)cc3)cc2C1=O	4	-4	-0.2	-3	9	5	3	-6
CC(C)Cn1c(N)c(C(=O)COC(=O)c2cc(-c3ccccc3)nc3ccccc23)c(=O)n(C)c1=O	-27	-2	-0.7	/	19	-1	-5	36
CCCCNc1ccc2nsnc2c1[N+](=O)[O-]	-3	3	0.2	/	/	/	/	-5
CCNC(=O)C[C@@H]1CC[C@@H]2[C@@H](COc3ccc(NC(=O)c4ccc(C(F)(F)F)cc4)cc3C(=O)N2C)O1	13	-1	0.2	-5	-2	-1	11	-12
CC(SCC(=O)Nc1ccc(F)cc1)c1nc2ccccc2c(=O)[nH]1 (configuration not stated)	-2	1	0.5	0	4	0	/	-4
COc1ccccc1/C=C/C=N/n1c(-c2ccccn2)n[nH]c1=S	-6	-2	0.0	2	2	/	5	/
CCOCCCNC(=O)CN1C(=O)COc2ccc(S(=O)(=O)N3CCCC3)cc21	-5	6	0.1	0	-5	3	-4	-7
Cc1c(OC(C)C(=O)NCCCN2CCOCC2)ccc2c1oc(=O)c1ccccc12 (configuration not stated)	-12	-2	0.1	-14	-16	1	19	-12
Cc1ccc(NC(=O)c2sccc2C)cc1S(=O)(=O)N(C)C	-17	-2	-0.1	/	/	/	0	-7
O=C(O)c1sccc1Oc1ccc(NS(=O)(=O)c2cccc(F)c2)cc1	1	-1	-0.1	-1	5	-21	-10	-8
C[C@@H]1CN([C@H](C)CO)S(=O)(=O)c2ccc(-c3cccnc3)cc2O[C@H]1CN(C)CC1CC1	0	2	-0.4	-1	-9	5	-1	2
Cc1ccc2cc(N)ccc2n1	-6	/	0.2	/	-1	2	/	2
CC1CCc2sc3c(c2C1)c(=O)n(CC(=O)O)c(=O)n3Cc1ccc(Cl)cc1 (configuration not stated)	4	-1	0.3	2	-24	9	8	-36
CCNC(=O)C[C@@H]1CC[C@H]2[C@@H](COC[C@H](O)CN2C(=O)C2CC2)O1	2	1	0.1&0.0	0&-2	-13&-6	4	-6	27&1
CC(=O)NC[C@H]1[C@@H](c2ccc(-c3cccc(F)c3)cc2)[C@H](CO)N1C(C)=O	0	1	0.0	1	-7	0	-1	2
O=C(NC1CCSc2ccccc21)c1ccc(C(F)(F)F)cc1 (configuration not stated)	/	-1	0.1	2	0	1	-34	-1
Cc1noc(C)c1-c1ccc(C(=O)Nc2ccc(C(C)C)cc2)c2occc12	-4	6	0.1	-15	0	11	-7	11
COCC(=O)N1C[C@H](C)[C@H](OC)CN(C)C(=O)c2cc(NC(=O)c3ccc(OC)cc3)ccc2OC[C@@H]1C	-16	0	0.0	-2	-15	/	12	8
O=S(=O)(Cc1ccccc1)N1CCCCN2[C@H](CO)[C@H](c3ccc(-c4ccc(F)cc4)cc3)[C@@H]2C1	9	-1	0.1	11	5	1	2	7

A different layout for some results above:
canonical_smiles,PGC1a acetyl inh,Cneo AK release,Xi reactivation,SIRT5 block,S100A4 MyoIIA,ERAP1 HTS inh,Statin myotox sup,LGR2 antag
Cc1ccc(NC(=O)c2sccc2C)cc1S(=O)(=O)N(C)C,-17,-2,-0.1,/,/,/,0,-7
O=C(O)c1sccc1Oc1ccc(NS(=O)(=O)c2cccc(F)c2)cc1,1,-1,-0.1,-1,5,-21,-10,-8
C[C@@H]1CN([C@H](C)CO)S(=O)(=O)c2ccc(-c3cccnc3)cc2O[C@H]1CN(C)CC1CC1,0,2,-0.4,-1,-9,5,-1,2

(continued)
SMILES	PGC1a acetyl inh	Cneo AK release	Xi reactivation	SIRT5 block	S100A4 MyoIIA	ERAP1 HTS inh	Statin myotox sup	LGR2 antag
COc1cccc(NC(=O)[C@@H]2CCCN2S(=O)(=O)c2cccc3cccnc23)c1	14	-2	0.0	/	2	-1	18	-3
COc1ccc(C(=O)NCC(C)NC(=O)c2ccc(OC)c(OC)c2)cc1OC (configuration not stated)	2	/	0.1	-4	-4	0	/	/
O=C(CN1CCN(c2ccccc2)CC1)Nc1cccc([N+](=O)[O-])c1	3	0	0.0	-2	-5	2	-2	20
COc1cc(OC)cc(C(=O)NC(=S)Nc2nc(-c3cc4ccccc4o3)cs2)c1	0	-6	0.1	1	-3	/	-11	-3
CC1(NCc2ccc(Cl)cc2)COP(=O)(NCc2ccccc2)OC1 (configuration not stated)	11	-2	-0.1	16*	0	-1	3	0
O=C1CCCN1CC1CCCN(Cc2nc(COc3ccccc3)no2)C1 (configuration not stated)	2	2	0.0	1	-1	-1	5	10
COc1ccc(-c2ccc(C(=O)Nc3cccc(N(C)C)c3)c3occc23)c(C)c1	-16	1	0.6	/	0	1	22	/

Only part of the results is shown (hit frequency here may not be typical).
